Screening results (PubChem BioAssay)
CHRM4 agonist: agonists of human muscarinic M4 receptor (CHRM4); P08173; CHO-K1 hM4/Gqi5, Fluo-8 calcium fluorescence; vehicle 0%, full acetylcholine response 100%; activation, % at 3 µM; AID 624127; actives 0.14% (n = 360,000);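 active = activation above the run mean over all test wells plus 3 SD, cut at about 32% in these data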;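 also: peak over basal fluorescence ratio per well then scaled between controls; 0% = DMSO wells and 100% = acetylcholine at EC100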
Target sequence (P08173 whole entry, looked up): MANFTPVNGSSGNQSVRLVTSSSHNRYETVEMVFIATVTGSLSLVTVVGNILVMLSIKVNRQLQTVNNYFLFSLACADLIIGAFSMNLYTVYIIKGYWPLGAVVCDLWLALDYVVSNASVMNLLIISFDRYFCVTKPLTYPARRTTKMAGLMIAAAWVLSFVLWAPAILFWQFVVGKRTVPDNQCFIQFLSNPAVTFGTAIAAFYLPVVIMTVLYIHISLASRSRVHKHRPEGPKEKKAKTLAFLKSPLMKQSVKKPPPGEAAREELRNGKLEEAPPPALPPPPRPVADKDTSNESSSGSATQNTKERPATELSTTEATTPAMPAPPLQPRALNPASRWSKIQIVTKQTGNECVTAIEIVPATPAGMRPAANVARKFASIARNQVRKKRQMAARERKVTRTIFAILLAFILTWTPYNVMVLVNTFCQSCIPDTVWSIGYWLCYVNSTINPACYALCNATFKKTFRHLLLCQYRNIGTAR
CHRM1 antagonist: human CHRM1 antagonism; P11229; CHO-K1 hM1, Fluo-8 calcium fluorescence, ACh EC80 antagonist; inhibition, % at 3 µM; actives 1.3% (n = 360,000); AID 588852;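 active = percent inhibition above its own plate's cutoff, namely the mean of that plate's compound wells plus 3 SD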;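 also: peak over basal fluorescence ratio during 140 s after agonist addition; 0% = ACh EC80 plus DMSO and 100% = DMSO alone without agonist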
Target sequence (P11229 whole entry, looked up): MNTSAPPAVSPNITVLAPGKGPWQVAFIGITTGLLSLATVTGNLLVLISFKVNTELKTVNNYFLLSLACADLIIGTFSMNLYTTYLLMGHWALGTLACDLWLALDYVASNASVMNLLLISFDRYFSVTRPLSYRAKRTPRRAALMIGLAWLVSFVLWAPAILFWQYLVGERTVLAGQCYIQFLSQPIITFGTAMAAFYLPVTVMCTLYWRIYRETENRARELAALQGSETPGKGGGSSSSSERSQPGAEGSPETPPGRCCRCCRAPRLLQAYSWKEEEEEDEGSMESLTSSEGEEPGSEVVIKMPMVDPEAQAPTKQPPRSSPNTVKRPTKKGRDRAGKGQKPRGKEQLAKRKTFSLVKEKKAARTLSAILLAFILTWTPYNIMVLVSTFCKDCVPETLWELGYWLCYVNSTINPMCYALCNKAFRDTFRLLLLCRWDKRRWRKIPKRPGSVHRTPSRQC
CHRM1 agonist: activates human CHRM1 receptor. actives 0.33% (n = 360,000). CHO-K1 hM1, Fluo-8 calcium fluorescence, agonist mode; 0% DMSO, 100% acetylcholine EC100. activation, % at 3 µM. P11229;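 active = activation above the run's mean compound activation plus 3 SD, cut at about 16% in these data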;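 also: peak over basal fluorescence ratio within a 140 s kinetic read after compound addition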
M1 ag parental: M1 agonist counterscreen hit in parental CHO-K1 cells; Fluo-8 calcium fluorescence; scaled to maximal ATP response, vehicle zero; actives 0.48% (n = 360,000); activation, % at 3 µM; AID 602248; in the data active = activation above about 15%;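 also: untransfected CHO-K1 host cells lacking M1 receptor as counterscreen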
CHO-K1 Ca antag: M1 antagonist counterscreen hit in parental CHO-K1 cells; ATP-induced calcium, Fluo-8 fluorescence; inhibition, % at 3 µM; actives 0.6% (n = 360,000); AID 602250;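 active = inhibition above a per-plate cutoff, the plate's mean sample inhibition plus 3 SD, cut at about 24% in these data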;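 also: 0% = DMSO plus EC80 ATP and 100% = DMSO alone without ATP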
M4 antag: CHRM4 antagonism in calcium assay | actives 0.73% (n = 360,000) | P08173 | CHO-hM4 cells, ACh EC80, Fluo-8 calcium fluorescence | inhibition, % at 3 µM;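 active = inhibition above its plate's cutoff, the mean inhibition of sample wells plus 3 SD, cut at about 27% in these data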;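 also: 0% = acetylcholine EC80 with DMSO and 100% = DMSO without agonist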
CHO parental Ca: counter-screen: ATP calcium response change in parental CHO cells. inhibition, % at 5.6 µM. AID 463079. parental CHO-K1, ATP-induced calcium, Fluo-8 fluorescence. actives 0.63% (n = 330,000);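 active = inhibition above that plate's mean sample inhibition plus 3 SD, cut at about 26% in these data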;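 also: 0% = ATP-challenged DMSO wells and 100% = DMSO wells without ATP; some compounds past the cut are filed as inactive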
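Material: Parental CHO cells | Reagent: ATP | Compound dosing: Single nominal dose of 5.6 µM per compound | Detection: Intracellular calcium via Fluo-8 no-wash fluorescent dye | Read-out: % inhibition of ATP-induced calcium mobilization | Benchmarks: Low control ATP plus DMSO, high control DMSO only | Replicates: Singlicate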
OXTR potentiate: potentiators of human oxytocin receptor; CHO-OTR cells, Fluo-8 calcium fluorescence, potentiator mode; 0% = oxytocin EC15, 100% = EC100; actives 0.061% (n = 320,000); activation, % at 3 µM;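 active = activation above that plate's cutoff, the mean activation of tested compounds plus 3 SD, cut at about 6.6% in these data, passing the limit was not always enough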;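 also: 100% uses oxytocin at 75 nM as the full agonist control; some results filed as inactive read as strong as hits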
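Material: CHO-OTR cells, human receptor; compound dosing: single dose, 3.0 µM nominal final compound concentration; schedule: 6 min compound pre-incubation at room temperature, 100 s kinetic read; measured by: kinetic Fluo-8 calcium fluorescence; read-out basis: % activation vs EC15 and EC100 oxytocin; controls: EC15 oxytocin alone as 0%, 75 nM oxytocin as 100%; replicates: singlicate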
CHRM1 PAM: positive allosteric modulators of human M1 muscarinic receptor. actives 0.088% (n = 360,000). P11229. activation, % at 3 µM. CHO-K1 hM1, Fluo-8 calcium fluorescence, ACh EC20; 0% = ACh EC20, 100% = maximal ACh; in the data active = activation above about 19%, passing the limit was not always enough
* marks the source's active call; other numbers are inactive results.

`Cc1ccc(NC(=O)CCC(=O)OC(C(=O)c2ccc(C)c(C)c2)c2ccccc2)c(C)c1` (stereo not given) gave CHRM4 agonist -1, CHRM1 antagonist -6, CHRM1 agonist -6, M1 ag parental 0.2, CHO-K1 Ca antag -12, M4 antag -12, CHO parental Ca -14, OXTR potentiate -1 and CHRM1 PAM 4.
For CC(C)c1nnc(NC(=O)COc2ccc3c(c2)OCO3)s1 the results were CHRM4 agonist 0, CHRM1 antagonist -16, CHRM1 agonist -8, M1 ag parental 2.3, CHO-K1 Ca antag -11, M4 antag -2, CHO parental Ca 2, OXTR potentiate -5 and CHRM1 PAM 9.
Screening O=C(N/N=C/c1ccco1)c1cccc([N+](=O)[O-])c1 returned CHRM4 agonist 1, CHRM1 antagonist -5, CHRM1 agonist -2, M1 ag parental 0.0, CHO-K1 Ca antag -1, M4 antag 1, CHO parental Ca -8, OXTR potentiate -4 and CHRM1 PAM 8.
`CCCc1nnc(NC(=O)CCC(=O)Nc2ccc(Br)cc2)s1` gave CHRM4 agonist 1, CHRM1 antagonist -9, CHRM1 agonist 2, M1 ag parental 0.1, CHO-K1 Ca antag -3, M4 antag -1, CHO parental Ca 3, OXTR potentiate 0 and CHRM1 PAM 8.
For COc1cccc(NC(=O)CCN2CCN(c3ccccc3F)CC2)c1 the results were CHRM4 agonist 2, CHRM1 antagonist -10, CHRM1 agonist -3, M1 ag parental 0.3, CHO-K1 Ca antag -5, M4 antag -2, CHO parental Ca -26, OXTR potentiate -9 and CHRM1 PAM 8.
`Cc1ccccc1C(=O)Nc1ccc2c(c1)CCCN2C(=O)c1cccs1` gave CHRM4 agonist 13, CHRM1 antagonist 12, CHRM1 agonist 0, M1 ag parental 9.6, CHO-K1 Ca antag -6, M4 antag 0, CHO parental Ca -16, OXTR potentiate -10 and CHRM1 PAM -7.
Screening CCOCc1[nH]c(=S)[nH]c(=O)c1Cc1ccc(OCC(C)C)cc1 returned CHRM4 agonist 0, CHRM1 antagonist 0, CHRM1 agonist -7, M1 ag parental 0.4, CHO-K1 Ca antag -9, M4 antag 10, CHO parental Ca -17, OXTR potentiate -7 and CHRM1 PAM -4.
Screening CCO[C@H]1OC(C(=O)NCc2nc3ccccc3[nH]2)=C[C@@H](C2CCCCC2)[C@@H]1CCCO returned CHRM4 agonist 7, CHRM1 antagonist 4, CHRM1 agonist -6, M1 ag parental 0.5, CHO-K1 Ca antag -7, M4 antag 8, CHO parental Ca -24, OXTR potentiate -10 and CHRM1 PAM 5.
For CCn1cc(Br)c(C(=O)NN)n1 the results were CHRM4 agonist 1, CHRM1 antagonist 5, CHRM1 agonist -1, M1 ag parental 0.0, CHO-K1 Ca antag 14, M4 antag -4, CHO parental Ca -13, OXTR potentiate -18 and CHRM1 PAM 5.
Screening O=C(Cn1cnc2scc(-c3ccc(F)cc3)c2c1=O)NCC(c1ccco1)N1CCCC1 (stereo not given) returned CHRM4 agonist 0, CHRM1 antagonist -13, CHRM1 agonist -8, M1 ag parental 2.3, CHO-K1 Ca antag -12, M4 antag 10 and CHRM1 PAM 5.

Compounds from the list above that contain fluorine, in the order listed:
For COc1cccc(NC(=O)CCN2CCN(c3ccccc3F)CC2)c1 the results were CHRM4 agonist 2, CHRM1 antagonist -10, CHRM1 agonist -3, M1 ag parental 0.3, CHO-K1 Ca antag -5, M4 antag -2, CHO parental Ca -26, OXTR potentiate -9 and CHRM1 PAM 8.
Screening O=C(Cn1cnc2scc(-c3ccc(F)cc3)c2c1=O)NCC(c1ccco1)N1CCCC1 (stereo not given) returned CHRM4 agonist 0, CHRM1 antagonist -13, CHRM1 agonist -8, M1 ag parental 2.3, CHO-K1 Ca antag -12, M4 antag 10 and CHRM1 PAM 5.

Other compounds.
For COc1cc(/C=C/C(=O)OCC(=O)NCc2cccs2)ccc1OC(F)F the results were CHRM4 agonist 2, CHRM1 antagonist 4, CHRM1 agonist -7, M1 ag parental -0.1, CHO-K1 Ca antag 2, M4 antag -5, CHO parental Ca -11, OXTR potentiate -7 and CHRM1 PAM -4.
Screening CC(C)(C)NC(=O)NC(=O)COC(=O)Cc1ccc(Cl)cc1Cl returned CHRM4 agonist 1, CHRM1 antagonist 9, CHRM1 agonist -7, M1 ag parental 1.2, CHO-K1 Ca antag -3, M4 antag -3, CHO parental Ca 4, OXTR potentiate -15 and CHRM1 PAM -7.
Screening C[n+]1ccccc1N1CCN(c2ccccc2Cl)CC1 returned CHRM4 agonist 2, CHRM1 antagonist 1, CHRM1 agonist -11, M1 ag parental 0.3, CHO-K1 Ca antag -9, M4 antag 14, CHO parental Ca 14, OXTR potentiate 1 and CHRM1 PAM -8.
For O=c1c2ccccc2ncn1CCc1ccncc1 the results were CHRM4 agonist 1, CHRM1 antagonist -3, CHRM1 agonist -3, M1 ag parental 0.1, CHO-K1 Ca antag -4, M4 antag 2 and CHRM1 PAM 1.
`Cc1ccc(-c2nn(-c3ccccc3)cc2C(=O)N2CCOCC2)cc1C` gave CHRM4 agonist 2, CHRM1 antagonist 3, CHRM1 agonist -6, M1 ag parental 0.0, CHO-K1 Ca antag 17, M4 antag -1, CHO parental Ca -11, OXTR potentiate 2 and CHRM1 PAM -6.
`CCOc1ccccc1N1CC(C(=O)Nc2cccc(S(=O)(=O)N3CCCCC3)c2)CC1=O` (stereo not given) gave CHRM4 agonist 2, CHRM1 antagonist 7, CHRM1 agonist -5, M1 ag parental 3.5, CHO-K1 Ca antag -5, M4 antag -8, CHO parental Ca -20, OXTR potentiate 1 and CHRM1 PAM -2.
COc1cc(/C=C/C(=O)O)cc(S(=O)(=O)Nc2cc(C(F)(F)F)ccc2N2CCOCC2)c1OC was read as CHRM4 agonist 1, CHRM1 antagonist 0, CHRM1 agonist -3, M1 ag parental 0.0, CHO-K1 Ca antag -12, M4 antag -2, CHO parental Ca 4, OXTR potentiate -7 and CHRM1 PAM 6.
Screening C=C(C)C(=O)OCCCCCCOc1ccc(C(=O)O)cc1 returned CHRM4 agonist 2, CHRM1 antagonist -4, CHRM1 agonist -1, M1 ag parental 0.1, CHO-K1 Ca antag -1, M4 antag 0, CHO parental Ca -12, OXTR potentiate -11 and CHRM1 PAM 6.
CN(C)CCCNC(=O)C[C@H]1C[C@H](C(=O)N2CCOCC2)[C@@]2(CCC3CCCC3)c3[nH]c4cc(-c5ccco5)ccc4c3CCN2C1=O was read as CHRM4 agonist 1, CHRM1 antagonist -11, CHRM1 agonist -8, M1 ag parental 0.3, CHO-K1 Ca antag -3, M4 antag -6, CHO parental Ca -18 and CHRM1 PAM 6.
COc1cc(Cl)c(C)cc1NC(=O)c1cccc(OC)c1OC was read as CHRM4 agonist 0, CHRM1 antagonist -1, CHRM1 agonist -5, M1 ag parental -0.2, CHO-K1 Ca antag -1, M4 antag -7, CHO parental Ca -22, OXTR potentiate 2 and CHRM1 PAM -1.
Screening Cc1cc(C)c2oc(-c3ccc(C)c(NC(=S)NC(=O)/C=C/c4ccco4)c3)nc2c1 returned CHRM4 agonist -1, CHRM1 antagonist -12, CHRM1 agonist 1, M1 ag parental -0.6, CHO-K1 Ca antag 1, M4 antag -8, CHO parental Ca -12, OXTR potentiate -2 and CHRM1 PAM 8.
Screening COc1ccccc1/C=C/C(=O)OCC(=O)NNC(=O)c1ccccc1 returned CHRM4 agonist 0, CHRM1 antagonist -4, CHRM1 agonist -5, M1 ag parental 0.6, CHO-K1 Ca antag -8, M4 antag 3, CHO parental Ca -7, OXTR potentiate 3 and CHRM1 PAM 5.
Screening COc1ccc(Cc2noc(CN3CCN(C4CCc5ccccc5C4)CC3)n2)cc1OC (stereo not given) returned CHRM4 agonist 15, CHRM1 antagonist -2, CHRM1 agonist -12, M1 ag parental 5.3, CHO-K1 Ca antag 9, M4 antag 9, CHO parental Ca -21, OXTR potentiate -22 and CHRM1 PAM -4.
CCC1CCCCN1C(=O)c1sc2nc(C)nc(N(CC)CC)c2c1C (stereo not given) was read as CHRM4 agonist 0, CHRM1 antagonist -2, CHRM1 agonist -9, M1 ag parental 0.2, CHO-K1 Ca antag -2, M4 antag -5, CHO parental Ca -14, OXTR potentiate 1 and CHRM1 PAM -3.
NC(=O)c1ccc(SCC(=O)OCC(=O)NCC2CCCCC2)c([N+](=O)[O-])c1 was read as CHRM4 agonist 1, CHRM1 antagonist 1, CHRM1 agonist -3, M1 ag parental 0.1, CHO-K1 Ca antag -3, M4 antag -12, CHO parental Ca -13, OXTR potentiate 7 and CHRM1 PAM 8.
`COc1ccccc1N1CCN(C(=O)c2c(-c3ccccc3)noc2C)CC1` gave CHRM4 agonist 5, CHRM1 antagonist -11, CHRM1 agonist -1, M1 ag parental 3.2, CHO-K1 Ca antag -2, M4 antag 1, CHO parental Ca -26, OXTR potentiate -6 and CHRM1 PAM 9.
Screening Cc1ccc(C)c(-n2c(-c3ccco3)n[nH]c2=S)c1 returned CHRM4 agonist 1, CHRM1 antagonist -20, CHRM1 agonist 14, M1 ag parental 1.8, CHO-K1 Ca antag -19, M4 antag -6, CHO parental Ca -17, OXTR potentiate -10 and CHRM1 PAM 10.
For Cc1ccc(Cl)cc1Nc1nc(N2CCOCC2)nc(N2CCOCC2)n1 the results were CHRM4 agonist 1, CHRM1 antagonist 28, CHRM1 agonist -6, M1 ag parental -0.2, CHO-K1 Ca antag -1, M4 antag -3, CHO parental Ca -19, OXTR potentiate 0 and CHRM1 PAM -14.
`Cc1nc2n[nH]c(N)c2nc1C` gave CHRM4 agonist 0, CHRM1 antagonist -16, CHRM1 agonist -2, M1 ag parental 0.4, CHO-K1 Ca antag 3, M4 antag -3 and CHRM1 PAM 7.
For COc1ccc(OCCC(=O)OCC(=O)NCc2ccc(F)cc2)cc1 the results were CHRM4 agonist 0, CHRM1 antagonist 8, CHRM1 agonist -4, M1 ag parental 1.2, CHO-K1 Ca antag -13, M4 antag 7, CHO parental Ca -9, OXTR potentiate -14 and CHRM1 PAM 0.
`COc1cc(N=Cc2c(CO)cnc(C)c2O)cc(OC)c1OC` gave CHRM4 agonist -1, CHRM1 antagonist -12, CHRM1 agonist -5, M1 ag parental 0.8, CHO-K1 Ca antag -8, M4 antag 11, CHO parental Ca -3, OXTR potentiate -15 and CHRM1 PAM 7.
`Cc1cc(OCC(=O)NC(Cc2c[nH]c3ccc(O)cc23)C(=O)O)c2c(C)c(C)c(=O)oc2c1` (stereo not given) gave CHRM4 agonist 0, CHRM1 antagonist -9, CHRM1 agonist -2, M1 ag parental -0.3, CHO-K1 Ca antag -1, M4 antag -5, CHO parental Ca -8, OXTR potentiate 5 and CHRM1 PAM 8.
Screening O=C(C1=C[C@H](c2coc3ccccc3c2=O)C[C@H](OCCCCO)O1)N1CCN(Cc2ccccc2)CC1 returned CHRM4 agonist 4, CHRM1 antagonist -8, CHRM1 agonist -5, M1 ag parental 1.2, CHO-K1 Ca antag -18, M4 antag -2, CHO parental Ca -21, OXTR potentiate -1 and CHRM1 PAM -2.
